Screens (PubChem)
NPC1 prom act – activates the NPC1 promoter. Huh7 NPC1 promoter luciferase reporter, 24 h. Potency, µM (series often up to 9.22 µM), inactives show at the highest dose activation, most hits filed as activators. 320,000 compounds, 2.4% hits. AID 485313;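 note: potency is the fitted concentration of half-maximal effect; % of control where 0% means no effect; nearly all actives have a fitted effect of over 60% in size; reporter is driven by a mutant NPC1 promoter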
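NPC1 promoter–luciferase Huh7 cells; 24 h compound; luminescence.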
PKM2 act – increases activity of human pyruvate kinase M2; purified PKM2, Kinase-Glo ATP luminescence, activation; response scale: 0% is enzyme alone, no compound; 260,000 compounds, 0.34% hits; Potency, µM (top dose mostly 57.5 µM), for inactives: at the highest dose activation, usual class: activators; note: potency is the fitted concentration of half-maximal effect; % is set by controls: 0 for no effect and ±100 for the full control effect; nearly all actives have a fitted effect of over 55% in size
Target sequence (P14618 whole entry, looked up): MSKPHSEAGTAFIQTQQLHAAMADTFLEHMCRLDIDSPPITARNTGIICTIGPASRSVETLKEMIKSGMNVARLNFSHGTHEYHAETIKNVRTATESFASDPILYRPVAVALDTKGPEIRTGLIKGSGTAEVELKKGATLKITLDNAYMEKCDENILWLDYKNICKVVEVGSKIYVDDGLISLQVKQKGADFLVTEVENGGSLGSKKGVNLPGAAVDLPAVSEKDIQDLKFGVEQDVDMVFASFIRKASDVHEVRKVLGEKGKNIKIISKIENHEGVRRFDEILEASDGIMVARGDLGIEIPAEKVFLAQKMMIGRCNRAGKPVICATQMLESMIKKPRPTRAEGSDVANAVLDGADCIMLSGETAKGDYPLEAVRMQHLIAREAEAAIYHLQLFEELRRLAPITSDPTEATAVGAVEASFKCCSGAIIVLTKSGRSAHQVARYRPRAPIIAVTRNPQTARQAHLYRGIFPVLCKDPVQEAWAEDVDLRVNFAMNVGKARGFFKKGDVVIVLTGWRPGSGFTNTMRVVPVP
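ATP formation by purified human PK-M2, quantified via coupled luciferase luminescence after 1 h at room temperature with 0.1 mM ADP and 0.5 mM PEP final.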
FLuc counter – inhibits or activates purified firefly luciferase, miR-21 counter-screen; purified FLuc, Km substrates, luminescence inhibition; P08659; Potency, µM (series often up to 57.5 µM), for inactives: top-dose activity change, negative = inhibition, actives largely listed as inhibitors; 360,000 compounds, 6.9% hits;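 note: potency is the fitted concentration of half-maximal effect; plate controls were vehicle for no effect and reference inhibitor for full effect; nearly all actives have a fitted effect of over 55% in size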
Target sequence (P08659 whole entry, looked up): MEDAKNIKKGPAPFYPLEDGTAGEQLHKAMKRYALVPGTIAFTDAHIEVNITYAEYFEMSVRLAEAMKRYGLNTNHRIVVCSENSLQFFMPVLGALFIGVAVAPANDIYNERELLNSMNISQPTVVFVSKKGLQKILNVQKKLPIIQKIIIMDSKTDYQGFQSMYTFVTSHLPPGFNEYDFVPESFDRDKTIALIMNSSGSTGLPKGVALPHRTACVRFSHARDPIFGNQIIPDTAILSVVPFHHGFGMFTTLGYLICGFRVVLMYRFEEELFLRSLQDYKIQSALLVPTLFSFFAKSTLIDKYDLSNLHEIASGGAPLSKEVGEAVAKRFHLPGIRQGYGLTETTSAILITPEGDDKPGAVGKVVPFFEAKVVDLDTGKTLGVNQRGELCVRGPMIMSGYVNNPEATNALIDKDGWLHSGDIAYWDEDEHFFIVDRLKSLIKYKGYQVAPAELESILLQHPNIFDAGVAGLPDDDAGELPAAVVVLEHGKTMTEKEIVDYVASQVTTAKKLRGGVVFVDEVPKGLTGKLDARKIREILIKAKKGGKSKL
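Purified P. pyralis luciferase (10nM final) with 10uM D-luciferin and 10uM ATP (Km levels) in 50mM Tris acetate pH 7.5, 10mM Mg acetate, 0.01% Tween-20, 0.05% BSA; qHTS 6-point titration, ~60 µM downward; luminescence read.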
KCNH2 3.1 inh – inhibitors of human KCNH2 3.1 potassium channel isoform. U2OS KCNH2 3.1, thallium flux FluxOr; hits give low values. activity change, % (tested at about 1.8 µM). 340,000 compounds, 0.95% hits;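 active = maximum activity change below -70%; inconclusive = maximum activity change from -70% to -50%; inactive = maximum activity change above -50%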;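 note: thallium influx rate constant from kinetic fluorescence after stimulation buffer; % is set by controls: 0 for no effect and ±100 for the full control effect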
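Virally transduced U2OS (3.1 isoform, 4 h infection in dark at RT) → overnight 37 C → FluxOr + Red40 in HBSS/HEPES, 45 min → stimulation buffer, 2 min kinetic read → rate constant vs DMSO controls.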
Mito fusion act – blocks mitochondrial division or promotes mitochondrial fusion. AID 485298. 320,000 compounds, 0.23% hits. S. cerevisiae fusion-defective mutant growth rescue, CellTiterGlo 48 h. Potency, µM (top dose mostly 46.1 µM), without a hit: top-dose growth rescue (activation), actives largely listed as activators;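 note: potency is the fitted concentration of half-maximal effect; % of control where 0% means no effect; nearly all actives have a fitted effect of over 45% in size; temperature-sensitive fusion mutants such as fzo1-1 at 37 °C on non-fermentable ethanol glycerol medium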
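Temperature-sensitive fusion-defective S. cerevisiae (e.g. fzo1-1, mgm1-5) were grown with compound in YPEG medium (3% ethanol, 3% glycerol) for 48 hours at 37C. Growth rescue was measured as viability by CellTiterGlo luminescence after 10 minutes at ambient.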
Rab9 prom act – activates the Rab9 promoter | Huh7 Rab9 promoter-luciferase reporter, luminescence, 24 h | Potency, µM (top dose mostly 9.22 µM), without a hit: top-dose activation, negative = inhibition, usual class: activators | 320,000 compounds, 2.8% hits | AID 485297; note: potency is the fitted concentration of half-maximal effect; % of control where 0% means no effect; nearly all actives have a fitted effect of over 60% in size
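Measured in stably transfected Huh7 cells bearing a Rab9 promoter–luciferase construct: 24 h compound treatment at 37 °C, followed by luminescence detection.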
MBNL1-CUG inh – MBNL1-poly(CUG) RNA binding inhibition; Q9NR56; TR-FRET MBNL1-His/biotin-(CUG)12 binding, 665/545 ratio; Potency, µM (titrated, usually from 57.5 µM), for the others: at the highest dose activity change, negative = inhibition, most hits filed as inhibitors; 280,000 compounds, 0.036% hits; active = well fitted inhibition curve with a large enough effect in the signal ratio, with a control signal flat, not every such curve was filed as active; inconclusive = small, poorly fitted or top-dose-only effect, or effect the other way, or a change in a side signal; inactive = no such curve, though single readings can be large or run the other way; the % refers to the signal ratio; note: potency is the fitted concentration of half-maximal effect; % is set by controls: 0 for no effect and ±100 for the full control effect
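His-tagged MBNL1 binding to biotinylated (CUG)12 RNA was measured by TR-FRET using terbium anti-His antibody (0.055 ng/ul final) and streptavidin-XL665 (5 nM final). Compounds were titrated 92 nM to 58 uM; 60 min at room temperature.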
ELG1 repair inh – inhibitors of ELG1-dependent DNA repair in HEK293T cells; HEK293T ELG1-luciferase reporter, luminescence, 16 h; DNA damage induced by 5-fluorouridine; Potency, µM (top dose mostly 46.1 µM), for the others: at the highest dose activity change, negative = inhibition, usual class: inhibitors; 330,000 compounds, 2.3% hits; note: potency is the fitted concentration of half-maximal effect; % is set by controls: 0 for no effect and ±100 for the full control effect; nearly all actives have a fitted effect of over 55% in size
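DMSO vehicle served as the neutral condition. Each well held 2,000 cells given 5-fluorouridine plus compound; after 16 hr at 37 °C/5% CO2, ONE-Glo was added and luciferase measured 30 min later.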
Gal4-VP16 FLuc – inhibits Gal4-VP16 luciferase reporter, ROR gamma counter-screen; AID 2546; Drosophila S2 Gal4-VP16 UAS-luciferase, luminescence, 20 h; 310,000 compounds, 3.5% hits; Potency, µM (titrated, usually from 53.6 µM), without a hit: at the top dose activity, negative = inhibition, hits mostly inhibitors;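 note: Gal4-VP16 expression switched on by copper sulfate through the metallothionein promoter; potency is the fitted concentration of half-maximal effect; % is set by controls: 0 for no effect and ±100 for the full control effect; nearly all actives have a fitted effect of over 50% in size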
RORgamma inh – blocks mouse ROR gamma transcriptional activity; Potency, µM (series often up to 53.6 µM), inactives show top-dose activity change, negative = inhibition, hits mostly inhibitors; 310,000 compounds, 5.4% hits; Drosophila S2 Gal4-RORgamma UAS-luciferase reporter, 20 h; P51450; note: potency is the fitted concentration of half-maximal effect; % is set by controls: 0 for no effect and ±100 for the full control effect; nearly all actives have a fitted effect of over 60% in size
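Drosophila S2 cells stably expressing Gal4-DBD/mouse RORγ fusion under metallothionein promoter plus UAS-luciferase; compound 1 h, then 700 uM CuSO4 induction for 20 h at ambient temperature; inhibition read as reduced luminescence.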
Menin MLL FP TR – displaces Texas Red mutant MLL peptide from human menin; 270,000 compounds, 0.23% hits; AID 1768; Menin + Texas Red MLL mutant peptide, fluorescence polarization; Potency, µM (series often up to 61.6 µM), without a hit: at the top dose FP activity change, negative = inhibition, most hits filed as inhibitors; O00255; active = well fitted inhibition curve with a large enough effect in the polarisation, with a control signal flat, not every such curve was filed as active; inconclusive = small, poorly fitted or top-dose-only effect, or effect the other way, or a change in a side signal; inactive = no such curve, though single readings can be large or run the other way; the % refers to the polarisation; note: potency is the fitted concentration of half-maximal effect; % of control where 0% means no effect; many of its hits are not listed in these tables
Active calls of the source: *; [ ] = remark or other dose. Unless noted, calls come from the whole dose curve; as a rule, active = well fitted curve in the direction sought with a large enough effect; inconclusive = small, poorly fitted or top-dose-only effect, or another doubt; inactive = no such curve, though single readings can be large; an effect the other way counts as inactive or inconclusive. Only part of the results is shown; the hit share may differ from the screen's.

Cc1cccc(-n2ncc3c(NCc4cccnc4)ncnc32)c1 was read as NPC1 prom act 4µM*, PKM2 act -6%, FLuc counter 8.5µM*, KCNH2 3.1 inh -102*, Mito fusion act 4%, Rab9 prom act 2.5µM*, MBNL1-CUG inh -3%, ELG1 repair inh inconclusive, Gal4-VP16 FLuc -28% and RORgamma inh 25%.
Screening CCc1nnc(NC(=O)CN2C(=O)c3ccccc3S2(=O)=O)s1 returned NPC1 prom act 0%, PKM2 act inconclusive, FLuc counter 4%[2.3 µM], KCNH2 3.1 inh 9, Mito fusion act -4%, Rab9 prom act -5%, MBNL1-CUG inh 1%, ELG1 repair inh 12%, Gal4-VP16 FLuc -11%, RORgamma inh -14% and Menin MLL FP TR 9%.
COc1ccc(Cc2nc3ccc(C(=O)NC(C)c4cnn(C)c4)cc3o2)cc1 (stereo not given) was read as NPC1 prom act 0%, FLuc counter 0%, KCNH2 3.1 inh 15, Mito fusion act -5%, Rab9 prom act -4%, MBNL1-CUG inh 4%, ELG1 repair inh -6%, Gal4-VP16 FLuc 4% and RORgamma inh -8%.
For Cc1nn(C)c(C(=O)N/N=C/c2cccc3ccccc23)c1Cl the results were NPC1 prom act -3%, PKM2 act 3%, FLuc counter inconclusive, KCNH2 3.1 inh -2, Mito fusion act -13%, Rab9 prom act 4%, MBNL1-CUG inh -7%, ELG1 repair inh inconclusive, Gal4-VP16 FLuc -1%, RORgamma inh inconclusive and Menin MLL FP TR -2%.
Screening C(=C\c1ccccc1)/CSc1nnc(-c2cccnc2)o1 returned NPC1 prom act -1%, PKM2 act 3%, FLuc counter 2%, KCNH2 3.1 inh -2, Mito fusion act 6%, Rab9 prom act -3%, MBNL1-CUG inh -5%, ELG1 repair inh 12%, Gal4-VP16 FLuc -1%, RORgamma inh 15% and Menin MLL FP TR -9%.
For O=C(CSc1ccc2c(c1)OCCO2)Nc1cccnc1 the results were NPC1 prom act -1%, PKM2 act 3%, FLuc counter -12%, KCNH2 3.1 inh -21, Mito fusion act -11%, Rab9 prom act 0%, MBNL1-CUG inh -5%, ELG1 repair inh inconclusive, Gal4-VP16 FLuc -23%, RORgamma inh 39% and Menin MLL FP TR -1%.
`CC1CCCN(CC(=O)Nc2cccc([N+](=O)[O-])c2)C1` (stereo not given) gave NPC1 prom act -3%, PKM2 act -1%, FLuc counter 4%, KCNH2 3.1 inh -6, Mito fusion act -4%, Rab9 prom act -3%, MBNL1-CUG inh inconclusive, ELG1 repair inh 2%, Gal4-VP16 FLuc -8%, RORgamma inh 26% and Menin MLL FP TR 3%.
For CNC(=O)CSc1nc2nc(C)cc(C)n2n1 the results were NPC1 prom act 3%, PKM2 act 7%, FLuc counter 7%, KCNH2 3.1 inh -26, Mito fusion act -2%, Rab9 prom act -6%, MBNL1-CUG inh 0%, ELG1 repair inh 1%, Gal4-VP16 FLuc 10%, RORgamma inh -8% and Menin MLL FP TR 8%.
`CCOCCCN1CC(C(=O)NCCc2ccccc2)CC1=O` (stereo not given) gave NPC1 prom act -2%, PKM2 act -5%, FLuc counter -1%, KCNH2 3.1 inh -8, Mito fusion act 0%, Rab9 prom act 1%, MBNL1-CUG inh -6%, ELG1 repair inh 8%, Gal4-VP16 FLuc -7%, RORgamma inh 1% and Menin MLL FP TR 1%.
For CC(OC(=O)/C=C/c1cccs1)C(=O)Nc1ccc(S(N)(=O)=O)cc1 (stereo not given) the results were NPC1 prom act -3%, PKM2 act -4%, FLuc counter 1%, KCNH2 3.1 inh 1, Mito fusion act -4%, Rab9 prom act 9%, MBNL1-CUG inh inconclusive, ELG1 repair inh -2%, Gal4-VP16 FLuc -11%, RORgamma inh 11% and Menin MLL FP TR 13%.
`O=C1NN(c2ccccc2)C(=O)C2C1C1C=CC2C12CC2` (stereo not given) gave NPC1 prom act 2%, PKM2 act -3%, FLuc counter 1%, KCNH2 3.1 inh 0, Mito fusion act 2%, Rab9 prom act -4%, MBNL1-CUG inh -5%, ELG1 repair inh 1%, Gal4-VP16 FLuc -8%, RORgamma inh 15% and Menin MLL FP TR -1%.
`COc1ccc(NC(=O)CC(C)(C)C)c([N+](=O)[O-])c1` gave NPC1 prom act 0%, PKM2 act 3%, FLuc counter 1%, KCNH2 3.1 inh 0, Mito fusion act 7%, Rab9 prom act 0%, MBNL1-CUG inh 28%, ELG1 repair inh 6%, Gal4-VP16 FLuc inconclusive, RORgamma inh -16% and Menin MLL FP TR -7%.
`CCC(C)NC(=O)Nc1ccc(C)cc1C` (stereo not given) gave NPC1 prom act 2%, PKM2 act 0%, FLuc counter -20%, KCNH2 3.1 inh -5, Mito fusion act 3%, Rab9 prom act 0%, MBNL1-CUG inh -13%, ELG1 repair inh 0%, Gal4-VP16 FLuc -2%, RORgamma inh 6% and Menin MLL FP TR 11%.
`CCOC(=O)C1CCN(Cc2cn[nH]c2-c2ccccc2)CC1` gave NPC1 prom act 6%, PKM2 act 6%, FLuc counter 1%, KCNH2 3.1 inh 3, Mito fusion act -2%, Rab9 prom act -2%, MBNL1-CUG inh -1%, ELG1 repair inh -4%, Gal4-VP16 FLuc -2%, RORgamma inh -15%[10 µM] and Menin MLL FP TR -4%.
`C=CCn1cnc2c(nnn2-c2ccc(OC)c(OC)c2)c1=O` gave NPC1 prom act -2%, PKM2 act -7%, FLuc counter -2%, KCNH2 3.1 inh 3, Mito fusion act 2%, Rab9 prom act 5%, MBNL1-CUG inh -2%, ELG1 repair inh -3%, Gal4-VP16 FLuc 12%, RORgamma inh 11% and Menin MLL FP TR -8%.
`CCOC(=O)C1=C(C)C(c2ccc(OC)cc2)NC(=O)N1` (stereo not given) gave NPC1 prom act -1%, PKM2 act -3%, FLuc counter -1%, KCNH2 3.1 inh 7, Mito fusion act 2%, Rab9 prom act -5%, MBNL1-CUG inh 7%, ELG1 repair inh 10%, Gal4-VP16 FLuc 3%[10 µM], RORgamma inh -14% and Menin MLL FP TR 0%.
For O=C(O)CSc1nnc(-c2ccncc2)n1C1CCCCC1 the results were NPC1 prom act 0%, PKM2 act 0%, FLuc counter 3%, KCNH2 3.1 inh 11, Mito fusion act 1%, Rab9 prom act 0%, MBNL1-CUG inh 8%, ELG1 repair inh 12%, Gal4-VP16 FLuc 3%, RORgamma inh -12% and Menin MLL FP TR 20%.
CC(C)C(=O)N1CCC2(CC1)Oc1ccc(Cl)cc1C(=O)C21CC(c2cccnc2)=NO1 (stereo not given) was read as NPC1 prom act -2%, PKM2 act 0%, FLuc counter 0%, KCNH2 3.1 inh -8, Mito fusion act -16%, Rab9 prom act -10%, MBNL1-CUG inh -1%, ELG1 repair inh inconclusive, Gal4-VP16 FLuc 1% and RORgamma inh 22%.
`COC(=O)c1ccc(CNC(=O)c2cc3ccccc3oc2=O)cc1` gave NPC1 prom act -5%, PKM2 act 0%, FLuc counter -1%, KCNH2 3.1 inh -11, Mito fusion act 29%, Rab9 prom act 2%, MBNL1-CUG inh 2%, ELG1 repair inh 1%, Gal4-VP16 FLuc -12%, RORgamma inh 23% and Menin MLL FP TR -2%.
For Cc1ccc(OCC(=O)OCc2nc3scc(-c4ccccc4)c3c(=O)[nH]2)cc1C the results were NPC1 prom act -2%, FLuc counter 0%, KCNH2 3.1 inh 0, Mito fusion act 1%, Rab9 prom act 4% and ELG1 repair inh 26%.
Screening CCOc1ccc(OCCC(=O)Nc2cccc(S(=O)(=O)N3CCCC3)c2)cc1 returned NPC1 prom act -1%, FLuc counter inconclusive, KCNH2 3.1 inh -9, Mito fusion act -4%, Rab9 prom act -8% and ELG1 repair inh -21%.
For CCn1c(CC(=O)Nc2ccc(C)c(Cl)c2)nnc1SCc1ccc(Cl)c(Cl)c1 the results were NPC1 prom act -3%, PKM2 act 0%, FLuc counter 6%, KCNH2 3.1 inh 4, Mito fusion act -3%, Rab9 prom act -2%, MBNL1-CUG inh 1%, ELG1 repair inh 0%, Gal4-VP16 FLuc 1%, RORgamma inh -8% and Menin MLL FP TR inconclusive.
For C=CCn1cccc(/C=C/C(=O)c2ccc(C(C)(C)C)cc2)c1=S the results were NPC1 prom act -1%, PKM2 act 7%, FLuc counter 13µM*, KCNH2 3.1 inh -16, Mito fusion act 10%, Rab9 prom act -8%, MBNL1-CUG inh 27%, ELG1 repair inh inconclusive, Gal4-VP16 FLuc inconclusive, RORgamma inh inconclusive and Menin MLL FP TR -8%.
